RBX1-CUL1 inh – human ROC1-CUL1 E3 ligase inhibition | P62877+Q13616 | in vitro K48 di-Ub FRET, acceptor:donor ratio, 45 min | inhibition, % at 10 µM | 140,000 compounds, 0.6% hits | AID 1347404; in the data active = inhibition above about 25%
Target sequence (P62877 whole entry, looked up): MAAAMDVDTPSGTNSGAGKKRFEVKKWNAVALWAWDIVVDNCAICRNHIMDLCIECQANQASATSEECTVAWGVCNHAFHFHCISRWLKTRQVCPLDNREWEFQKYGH
Target sequence (Q13616 whole entry, looked up): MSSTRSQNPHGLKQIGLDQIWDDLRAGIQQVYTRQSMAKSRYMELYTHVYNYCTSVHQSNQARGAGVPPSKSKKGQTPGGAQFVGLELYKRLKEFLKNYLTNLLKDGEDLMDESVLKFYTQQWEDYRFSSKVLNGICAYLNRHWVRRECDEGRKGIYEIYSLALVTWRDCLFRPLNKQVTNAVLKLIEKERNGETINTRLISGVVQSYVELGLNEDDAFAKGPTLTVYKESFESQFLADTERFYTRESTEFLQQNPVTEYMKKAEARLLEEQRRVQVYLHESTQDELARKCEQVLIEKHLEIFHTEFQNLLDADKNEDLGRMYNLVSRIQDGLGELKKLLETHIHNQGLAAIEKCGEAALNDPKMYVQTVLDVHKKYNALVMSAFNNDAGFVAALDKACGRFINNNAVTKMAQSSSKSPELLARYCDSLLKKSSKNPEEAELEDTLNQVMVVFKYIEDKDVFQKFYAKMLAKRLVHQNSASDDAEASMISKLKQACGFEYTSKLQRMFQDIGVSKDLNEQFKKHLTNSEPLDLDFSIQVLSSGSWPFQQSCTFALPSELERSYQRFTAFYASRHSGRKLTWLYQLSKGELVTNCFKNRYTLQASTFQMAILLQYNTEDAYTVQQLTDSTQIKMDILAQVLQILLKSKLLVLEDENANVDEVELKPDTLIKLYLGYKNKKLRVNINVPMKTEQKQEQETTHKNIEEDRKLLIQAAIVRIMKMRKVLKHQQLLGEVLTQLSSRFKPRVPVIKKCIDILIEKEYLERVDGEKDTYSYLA
An asterisk follows results filed as active.

SMILES	RBX1-CUL1 inh
CC(Sc1nc2sc3c(c2c(=O)n1-c1ccccc1)CCCC3)C(=O)O (stereo not given)	7
COc1cccc(-c2nc(SCC(=O)NC3CCCC3)c(-c3ccc(C)cc3)[nH]2)c1	-9
O=C1NN(c2ccc(F)c(Cl)c2)C(=O)/C1=C/c1ccc(-c2ccc(Cl)cc2)o1	-7
CCCCCCc1cc(-c2nc(-c3ccc(Cl)cc3Cl)nnc2-c2ccccc2)c(O)cc1O	5
O=C(Oc1ccccc1-c1nc2ccccc2o1)c1ccccc1F	1
O=S(=O)(Cc1c(F)cccc1Cl)N1CCN(c2ccccc2)CC1	6
CCOc1ccc(/C=C/c2nc3cc(-c4ccccc4)ccc3o2)cc1	-3
O=C(CCc1ccccc1O)N/N=C/c1ccc(Sc2cccc3cccnc23)o1	4
COC1CC(NC(C)=O)C(OC(=O)c2ccccc2)C(CBr)O1 (stereo not given)	5
O=C(NCc1ccccc1)c1ccc(CSc2nc3cccnc3n2Cc2cccc(F)c2)cc1	-5
CCCN(CCC)CCNC(=O)Cn1ncc2c([nH]c3ccc(C)cc32)c1=O	0
COc1cc2nc(SCc3ccc(Cl)cc3)n3nc(CCn4nc(C)cc4C)nc3c2cc1OC	-7
COc1cc(=O)n2c(c1C(=O)NC(C)c1ccco1)CCN(Cc1cc3ccccc3s1)CC2 (stereo not given)	2
CCOC(=O)c1cc(-c2ccc(F)cc2)n(CCC(=O)NCCc2ccc(C)cc2)c1C	-2
COc1cc(CN2CCc3[nH]nc(-c4cccc(F)c4)c3C2)ccc1F	0
COCCNC(=O)CCc1c(C)nc2c(-c3ccc(F)cc3)c(C)nn2c1C	-3
COc1ccc(CSc2nnc(COc3ccccc3)n2-c2ccccc2)cc1	-2
Cc1nn(C(=O)c2ccc(COc3ccccc3Cl)cc2)c(C)c1Br	-7
Cc1cccc(NC(=O)c2cccc(NC(=O)c3ccccc3C(=O)O)c2)c1C	-5
O=C(NC1C2CC3CC(C2)CC1C3)c1cccc2c(Br)cccc12 (stereo not given)	4
COc1ccc(-c2nn3c(-c4ccc(C)cc4)nnc3c3ccccc23)cc1	-6
Cc1cccc(-c2nc3c(c(SCc4ccccc4Cl)n2)Cc2c(CO)cnc(C)c2O3)c1	-9
CCC(C)N(C(=O)c1ccc([N+](=O)[O-])cc1Cl)C(C)CC (stereo not given)	-13
Cc1ccc(N2CCN(C(=O)c3noc4c3COc3ccc(C)cc3-4)CC2)c(C)c1	-10
Cc1nc(N2CCC(C(=O)N3CCCC(OCc4cccnc4)C3)CC2)nc2ccc(C(C)C)cc12 (stereo not given)	-2
O=C(CSc1n[nH]c(-c2ccccc2Cl)n1)NCCc1ccccc1	0
COc1ccc(C(=O)CC2(O)C(=O)N(CCc3ccccc3)c3ccccc32)cc1OC (stereo not given)	0
COc1ccc(C(=O)N/N=C2/CC(=O)CC(C)(C)C2)cc1OC	-3
Cc1cccc(C(=O)Nc2ccc(C(=O)c3ccncc3)cc2)c1	-2
Cc1ccc(OCCSc2nc3ccc(NC(=O)COc4ccc(F)cc4)cc3s2)cc1	-11
Cc1c(CNCC2(O)CCCN(CC3CCCCC3)C2=O)cnn1C (stereo not given)	1
CC1=NNC(=O)C1C(NC(=O)c1ccc(Cl)cc1)(C(F)(F)F)C(F)(F)F (stereo not given)	5
CC(C)(C)NCC(=O)Nc1c2c(nc3c1CCC3)CCC2	-9
O=C(CCc1cccs1)N1CCC2(CCCN(CC3CCCCC3)C2=O)C1 (stereo not given)	4
CCN(CC)S(=O)(=O)c1ccc(NC(=O)c2ccc(OC)cc2)cc1	-7
CN(CCc1ccccc1)C1(C(=O)NC2CCC(O)CC2)Cc2ccccc2C1 (stereo not given)	-2
CSc1ccc2c3c(cccc13)C(=O)N(c1cccc(S(=O)(=O)O)c1)C2=O	7
Cc1ccc(C)c(OCCCn2c(-c3ccc(Cl)cc3)nc3ccccc3c2=O)c1	6
COc1ccc(-c2cc(C(F)(F)F)n3ncc(C(=O)Nc4ccc(Br)cc4)c3n2)cc1OC	-5
COc1ccc(-c2cn3c(n2)sc2cc(C(=O)Nc4cc(Cl)ccc4C)ccc23)cc1	-2
Cc1ccc(C)c(S(=O)(=O)NCc2ccc(C(=O)Nc3ccc4c(c3)OCCO4)cc2)c1	4
COc1cc(C(=O)NCCS(=O)(=O)N2CCN(c3ccccc3)CC2)cc(OC)c1OC	6
Fc1ccc(CNc2nc(-c3ccc(Cl)cc3)cc(C(F)(F)F)n2)cc1	-1
COc1ccc2c(c1)c1c(c(=O)n(-c3ccccc3C)c(=O)n1CC(N)=O)n2C	-4
CCc1ccc(C(=O)COC(=O)c2ccco2)cc1	3
COc1ccccc1NC(=O)CN1CC(C)CC(C)C1 (stereo not given)	4
O=C(N=C1C(OC(=O)c2ccccc2)OC(=O)C1Cl)c1ccccc1 (stereo not given)	2
COc1ccc(/C=C/C(=O)Nc2ccc(Cl)c(Cl)c2)cc1	4
CCOc1ccc(CN2C(=O)C(=O)c3cccc(C)c32)cc1OC	-1
CCN(CC)C(=O)CSc1nc(N)cc(N)n1	2
C=CCN1C(=O)/C(=C/c2cc3c(cc2Br)OCO3)C(=O)NC1=S	5
O=C(NC(Nc1ccccc1F)C(=O)c1ccccc1)c1ccco1 (stereo not given)	8
O=C1C2ON(c3ccccc3)C(c3ccncc3)C2C(=O)N1c1ccc(N2CCOCC2)cc1 (stereo not given)	-1
O=C(Cc1ccc(Cl)cc1)NC(=S)NC1CCCC1	-3
Cc1cc(C)n2ncc(C(=O)Nc3ccc4c(c3)OCO4)c2n1	-5
CC(=O)c1cc2c(cc1NS(=O)(=O)c1ccc(Cl)cc1)OCO2	6
CSc1nc2sc3c(c2c(=O)n1-c1ccccc1)CCCC3	-3
COC(=O)C(NC(=O)c1ccc(Cl)cc1)(Nc1ncc(C)s1)C(F)(F)F (stereo not given)	11
CC1=NN(C(N)=S)C(=O)C1N=Nc1c(Br)cc(Br)cc1Br (stereo not given)	2
Oc1ccc(Cl)cc1CN1CCCC(N2CCOCC2)C1 (stereo not given)	8

(list continues)
SMILES	RBX1-CUL1 inh
CC(C)c1nn2c(=O)cc(COC(=O)c3ccc(NC(=O)C4CCCCC4)cc3)nc2s1	-6
COc1ccc(OC(C)C(=O)OCC(=O)c2ccc(Cl)cc2)cc1 (stereo not given)	-2
CS(=O)(=O)c1ncc(N(Cc2ccco2)Cc2ccco2)c(C(=O)Nc2ccccc2Br)n1	-2
Nc1nnnn1CC(=O)N1CCC2(CCCN(Cc3cccc(F)c3F)C2)C1 (stereo not given)	-8
COc1ccc(C(=O)COC(=O)C(Cc2c[nH]c3ccccc23)NC(=O)c2ccc(C(C)(C)C)cc2)cc1 (stereo not given)	-4
O=C(c1nc2sccn2c1CN1CCC[C@H]1CO)N1CCCCCCC1	-3
O=C(NC(Nc1ccc(Cl)cc1Cl)C(Cl)(Cl)Cl)c1ccc(Br)cc1 (stereo not given)	-3
COCCOC(=O)c1c(-c2ccccc2)c(-c2ccccc2)nn(C)c1=O	4
CC(C)Oc1ccc(NC(=O)c2ccc(N3CCOCC3)cc2)cc1	6
CCn1cc(C(=O)NCc2ccccc2OC)c(=O)c2cc(S(=O)(=O)N3CCCCC3)ccc21	4
CC(C)(C)C1NS(=O)(=O)C2C(C(=O)c3ccccc3)CCC(Cl)C12 (stereo not given)	6
O=C(NCc1ccco1)c1ccccc1NC(=O)c1ccccc1C(=O)O	8
Cc1ccc(NC(=O)CN2C(=O)CSc3ccc(S(=O)(=O)N(C)C)cc32)cc1C	-3
COc1ccc(NC(=O)Cn2c(=O)c3cc(Cl)ccc3n3nncc23)cc1	-2
CCCOc1cc(Cl)c(OC)cc1Cl	9
COc1cc(OC)cc(C(=O)Nc2ccc3nc4c(c(Nc5ccc(OC)c(OC)c5)c3c2)CCCC4)c1	1
CCN(CC)c1ccc(N=Nc2nccs2)c(NS(=O)(=O)c2ccc(C)cc2)c1	4
CC(C)c1ccc2c(c1)NC(c1ccc(F)cc1)=NC(c1cccs1)=N2	-1
NC(=O)CSc1nc2ccc(NC(=O)COc3ccccc3Cl)cc2s1	-9
CCOC(=O)c1c(CN(C)C)n(-c2ccccc2)c2ccc(OC(C)=O)cc12	6
Cc1ccc(Nc2nnc(NC(=O)c3ccccc3)s2)cc1	-1
CCOC(=O)C1=C(c2ccccc2)N=c2s/c(=C\c3c(C)n(C)c4ccccc34)c(=O)n2C1c1ccc(OCC)cc1 (stereo not given)	1
O=C(CSc1c(-c2ccccc2)c2cc(Cl)ccc2[nH]c1=O)NC1CCCCC1	-2
O=C(O)c1ccsc1Cc1ccccc1	-5
N#CC1C(=N)Oc2n[nH]c(-c3ccccc3)c2C1c1cc(Cl)cc(Cl)c1O (stereo not given)	19
CCCOc1ccc(C(=O)Nc2ccc(NC(=O)c3cccc(Cl)c3)cc2)cc1	5
Cc1ccc(OCc2nc(-c3ccc(C(=O)N4CCN(c5ccccc5)CC4)cc3)oc2C)cc1	-3
O=C(NCc1nc2ccccc2n1Cc1ccccc1Cl)c1ccccc1	-5
CSc1ccc(CC2(CCC(=O)N3CCCC(C(=O)CCc4ccccc4)C3)CCC(=O)N2)cc1 (stereo not given)	9
COc1cc(CNCc2cccc(C)c2)ccc1OCC(O)CN1CCC(O)CC1 (stereo not given)	11

6 entries already listed, ordered by the number in RBX1-CUL1 inh, highest first:
molecule	RBX1-CUL1 inh
N#CC1C(=N)Oc2n[nH]c(-c3ccccc3)c2C1c1cc(Cl)cc(Cl)c1O (stereo not given)	19
CCOC(=O)c1c(CN(C)C)n(-c2ccccc2)c2ccc(OC(C)=O)cc12	6
CCN(CC)c1ccc(N=Nc2nccs2)c(NS(=O)(=O)c2ccc(C)cc2)c1	4
CCOC(=O)C1=C(c2ccccc2)N=c2s/c(=C\c3c(C)n(C)c4ccccc34)c(=O)n2C1c1ccc(OCC)cc1 (stereo not given)	1
Cc1ccc(OCc2nc(-c3ccc(C(=O)N4CCN(c5ccccc5)CC4)cc3)oc2C)cc1	-3
O=C(NCc1nc2ccccc2n1Cc1ccccc1Cl)c1ccccc1	-5

(further entries)
SMILES	RBX1-CUL1 inh
CC(=O)N1CCCC1c1nc2ccccc2n1Cc1ccccc1C (stereo not given)	6
O=C(Nc1cccc(-n2cccn2)c1)C1CCCN1Cc1cccc2c1OCO2 (stereo not given)	-5
COc1ccc2c(c1)-c1c(ssc1=Nc1cc(Cl)ccc1Cl)C(C)(C)N2	-6
CSc1ccc(CC(=O)NCc2cccnc2N2CCOCC2)cc1	-4
CCS(=O)(=O)N(C)c1ccc(C(=O)N2CCN(c3cccc(Cl)c3)CC2)cc1	12
COC(=O)c1cc2ccccn2c2c(C(=O)OC)c(C(=O)OC)cc1-2	18
CCC(C)(NC(=O)C(F)(F)F)c1nnnn1-c1cccc(C)c1 (stereo not given)	3
CCOC1(OCC)C(c2ccc(OC)cc2)C(C#N)(C#N)C1(OCC)OCC (stereo not given)	0
Cc1ccc2c(c1)CN(CC(=O)NC(C)C13CC4CC(CC(O)(C4)C1)C3)CC(c1ccsc1)O2 (stereo not given)	4
O=C(N/N=C/C=C/c1ccccc1)C1CC1(c1ccccc1)c1ccccc1 (stereo not given)	-1
O=C(O)CCSCC(=O)Nc1ccccc1C(=O)O	5
Cn1ccnc1C(O)c1nccn1C	4
Cc1ccc(COc2ccc(Br)cc2/C=C2\C(=O)NN(c3ccccc3)C2=O)cc1	-4
COCCNC(=O)c1ccc(-n2c(-c3ccccc3)cc3c2CCCCC3)cc1	-6
CC(=O)Nc1cc(C(=O)NCCCn2nnc3ccccc32)c2c(c1)nc(C)n2Cc1ccccc1	-3
CCn1ccnc1CN1C[C@H]2OC(=O)N(CCc3ccc(OC)cc3)[C@H]2C1	-1
Cc1cc(Br)ccc1NC(=O)CSc1nc(-c2ccc3c(c2)OCO3)ccc1C#N	-5
CC1CCCN(S(=O)(=O)c2cc(C(=O)NCCc3ccccc3)n(C)c2)C1 (stereo not given)	1
O=C1NC(=O)N(c2cccc(Cl)c2)C(=O)C1C=Nc1ccc(Cl)c(CN2C(=O)c3ccccc3C2=O)c1 (stereo not given)	-6
COCC(=O)Nc1cc(C(=O)NC2CCCN(Cc3ccccc3)C2)c2c(c1)nc(C1CCC1)n2C (stereo not given)	-9
COC(=O)/C=C(\C)Oc1cc([N+](=O)[O-])ccc1OC	1
CCc1ccccc1N(CC)C(=O)c1c(C)oc2ncn(C)c(=O)c12	-2
O=C(N/N=C/c1cc2c(cc1[N+](=O)[O-])OCO2)c1ccc(-c2ccccc2)cc1	1
CSCC(=O)N1CCC(CCC(=O)NCc2cccc(C(F)(F)F)c2)CC1	-3
CCN(CC)S(=O)(=O)c1ccc2c(c1)N(CC(=O)N1CCN(c3cccc(C)c3)C(C)C1)C(=O)CO2 (stereo not given)	-6
Cc1ccc(NC(=O)CSc2nnc(-c3ccc(N)cc3)n2C)c(C)c1	-5
CCOc1ccc(-n2c(CCC(=O)O)ccc2-c2ccc(Br)cc2)cc1	13
O=C1CC(=Nc2ccccc2)N=C2C=CC(Br)=CN12	-1
Cc1cc2oc(=O)c(CC(=O)NCCc3ccccc3F)c(C)c2c2occ(C(C)(C)C)c12	-4
N#CC1C(=N)Oc2n[nH]c(C(F)(F)F)c2C1c1cccnc1 (stereo not given)	-6
CCOc1ccc(C(=O)C2C(=O)C(=O)N(CCCN(C)C)C2c2ccncc2)cc1Cl (stereo not given)	-2
Cc1sc2ncn(/N=C/c3ccccc3)c(=O)c2c1C	12
C=Cc1ccc(CSc2nc(-c3ccc(OC)cc3)nc3c2Cc2c(CO)cnc(C)c2O3)cc1	0

Three entries already listed, ordered by length of the SMILES, lowest first:
SMILES	RBX1-CUL1 inh
CC(=O)c1cc2c(cc1NS(=O)(=O)c1ccc(Cl)cc1)OCO2	6
CSc1ccc2c3c(cccc13)C(=O)N(c1cccc(S(=O)(=O)O)c1)C2=O	7
COc1cc2nc(SCc3ccc(Cl)cc3)n3nc(CCn4nc(C)cc4C)nc3c2cc1OC	-7

Compound activity: PubChem BioAssay, Icahn School of Medicine at Mount Sinai

A portion of the library; rates above refer to the full screens.
